FAS TE block: FAS thioesterase (human) inhibition | P49327 | recombinant FAS-TE, OMFH fluorogenic substrate, fluorescence endpoint | inhibition, % at 15 µM | 360,000 tested, 0.67% active | AID 602261;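 active = compounds whose normalised, plate-corrected inhibition of enzyme fluorescence in the single-dose primary screen is 50% or more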;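 note: 0% = DMSO with enzyme and 100% = substrate without enzyme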
SKN-1 inh: inhibitors of C. elegans SKN-1; inhibition, % at 21.8 µM; 360,000 tested, 0.49% active; C. elegans VP596 Pgst-4::GFP/RFP ratio, acrylamide-induced, 24 h;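 active = interference check ratio from 0.5 to 1.5 plus GFP to RFP signal ratio inhibition reaching or exceeding a fixed threshold, cut at about 30% in these data, passing the limit was not always enough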; note: some compounds called inactive have numbers as strong as hits
MsrA act: bovine methionine sulfoxide reductase A activation; purified bovine MsrA, absorbance read-out; activation, % at 10.6 µM; 360,000 tested, 0.3% active; AID 602163; in the data active = activation above about 7.5%;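 note: 0% = vehicle and 100% = reference activator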
NRP1-CendR mod: modulators of CendR peptide binding to human neuropilin-1 | O14786 | inhibition, % at 25 µM | 360,000 tested, 0.85% active | FAM-RPARPAR peptide binding to NRP-1, fluorescence polarization;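 active = inhibition or corrected inhibition above about 18%, plus a signal ratio from 0.5 to 1.5, limit read from the data, passing the limit was not always enough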; note: strong numbers were not always called active
PABP1 MLLE inh: blocks PAM2 peptide binding to the PABP1 MLLE domain; GST-MLLE / FITC-PAM2 fluorescence polarization; AID 588489; P11940; inhibition, % at 20 µM; 360,000 tested, 0.36% active; in the data active = inhibition above about 35%, passing the limit was not always enough;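 note: plate controls were DMSO wells with GST-MLLE for no effect and wells lacking GST-MLLE protein for full effect; some results filed as inactive read as strong as hits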
MT1-MMP act inh: blocks activation of human MT1-MMP | GFP/RFP ratio change, % at 20 µM | P50281 | AID 651647 | HT1080 RFP-PRO-GFP cells, GFP/RFP ratio fluorescence, overnight; percent of plate control window, DMSO zero | 360,000 tested, 0.061% active;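 active = GFP/RFP ratio change of at least 30% with cell ATP level not reduced by more than half and red fluorescence within 50% of control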; note: strong numbers were not always called active
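Read-out: GFP/RFP fluorescence ratio; Test system: RFP-PRO-GFP reporter HT1080 cells; Compound dosing: single-point 20 µM compound, 1% DMSO; Times: overnight compound exposure at 37 °C.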
eLon inh: inhibits E. coli Lon protease. 360,000 tested, 0.42% active. inhibition, % at 7.94 µM. purified E. coli Lon protease, fluorescence polarization. P0A9M0; in the data active = inhibition above about 13%, passing the limit was not always enough;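 note: 0% = enzyme with probe and DMSO and 100% = no enzyme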
Target sequence (P0A9M0 whole entry, looked up): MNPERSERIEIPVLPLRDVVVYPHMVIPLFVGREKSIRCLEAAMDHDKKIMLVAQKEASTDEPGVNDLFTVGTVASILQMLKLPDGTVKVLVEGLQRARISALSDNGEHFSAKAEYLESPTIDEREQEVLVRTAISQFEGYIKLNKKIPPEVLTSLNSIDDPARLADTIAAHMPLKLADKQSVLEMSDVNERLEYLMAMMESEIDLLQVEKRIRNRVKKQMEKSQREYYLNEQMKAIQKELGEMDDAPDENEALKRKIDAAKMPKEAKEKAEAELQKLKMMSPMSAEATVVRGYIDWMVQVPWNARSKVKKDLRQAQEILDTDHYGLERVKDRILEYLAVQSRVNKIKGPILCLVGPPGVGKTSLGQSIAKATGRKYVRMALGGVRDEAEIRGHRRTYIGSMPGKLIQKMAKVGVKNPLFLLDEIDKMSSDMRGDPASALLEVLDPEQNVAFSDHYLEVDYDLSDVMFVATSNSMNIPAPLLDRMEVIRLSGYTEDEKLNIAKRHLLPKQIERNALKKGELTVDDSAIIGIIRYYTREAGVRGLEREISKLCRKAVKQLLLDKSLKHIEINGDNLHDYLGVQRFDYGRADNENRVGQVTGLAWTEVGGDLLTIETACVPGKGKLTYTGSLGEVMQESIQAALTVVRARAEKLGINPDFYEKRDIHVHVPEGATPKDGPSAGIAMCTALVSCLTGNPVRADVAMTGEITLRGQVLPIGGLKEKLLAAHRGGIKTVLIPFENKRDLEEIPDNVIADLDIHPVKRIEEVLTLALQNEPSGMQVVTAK
TbMetRS inhib: blocks T. brucei methionyl-tRNA synthetase activity. inhibition, % at 11.9 µM. purified T. brucei MetRS, ATP depletion, Kinase-Glo luminescence. 360,000 tested, 0.4% active;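 active = inhibition above a per-plate cutoff of the control wells' mean inhibition plus 3 SD, cut at about 5.5% in these data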;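 note: 0% = DMSO wells median and 100% = median of wells with control inhibitor compound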
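Dosing: 11.9 µM single point; system: parasite MetRS enzyme; technique: luminescence of leftover ATP; times: 15 min enzyme-compound preincubation, 2 h reaction, 10 min detection, 25 °C; replicates: each compound tested once; read-out basis: percent inhibition relative to median high and low control wells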
MsrA inh: bovine MsrA inhibition | purified bovine MsrA, absorbance read-out | inhibition, % at 15.5 µM | 360,000 tested, 0.75% active | AID 651718; in the data active = inhibition above about 4.5%;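 note: 0% = vehicle wells with enzyme and 100% = reference inhibitor wells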
Numbers without * were called inactive; . = not tested or not shown.

SMILES	FAS TE block	SKN-1 inh	MsrA act	NRP1-CendR mod	PABP1 MLLE inh	MT1-MMP act inh	eLon inh	TbMetRS inhib	MsrA inh
Cc1nc(SCC(=O)Nc2cccc(S(=O)(=O)N3CCOCC3)c2)nc(C)c1C	-0.8	5.1	-4.0	-8.2	1.3	1.2	-0.1	-0.1	1.9
COc1ccc(NC(=O)CSc2nc3n[nH]c(C)c3c(=N)n2-c2ccc(Cl)c(C)c2)cc1OC	-7.2	12.4	0.3	-10.2	-10.1	4.6	2.8	-0.2	.
CC1C(=O)OC2C1CCC1(C)CCC(=O)C(C)C21 (centres undefined)	-2.5	1.2	-1.3	2.2	-6.1	-2.4	-6.1	-0.5	2.9
O=C(O)c1ccc(NS(=O)(=O)c2cccc(S(=O)(=O)c3ccc(Cl)c(Cl)c3)c2)cc1	-4.9	19.0	.	2.5	8.4	-3.2	.	.	.
N#Cc1ccc(-n2nccc2-c2cnc3n(c2=O)CCS3)cc1	-9.7	5.1	-0.3	1.7	-0.8	-7.0	-6.7	0.1	-0.1
O=c1ccc2cc3c(-c4ccccc4)coc3cc2o1	10.0	-9.2	-4.1	10.3	-13.7	-2.6	3.8	-0.3	0.4
O=C(COC(=O)Cc1ccc(Br)cc1)NC1CC1	-5.2	0.2	-2.2	-0.5	-4.0	0.8	0.0	-0.2	-0.1
C/C(=N\NC(=O)c1cc(C)oc1C)c1ccc2ccccc2c1	-2.9	11.4	-2.3	-0.4	6.9	-1.6	-7.7	-0.2	0.8
Cc1c([N+](=O)[O-])cc(N2C(=O)C=CC2=O)cc1[N+](=O)[O-]	-0.2	-7.3	-1.9	-7.5	29.6	3.6	-9.2	0.2	.
CCOc1c(OC(C)=O)ccc(/C=C/c2ccc3cccc(OC(C)=O)c3n2)c1[N+](=O)[O-]	10.9	-5.4	-8.8	-3.3	3.1	12.3	13.4	-0.5	.
O=C(Nc1cccc2c1CCCC2)c1ccncc1	-9.3	7.3	-15.6	2.6	4.1	.	-4.3	-1.8	0.4
CCN1C(=O)C(CC(=O)N2CCN(C(c3ccccc3)c3ccccc3)CC2)N(CC)C1=O (centres undefined)	-3.9	-6.7	-10.1	-6.8	-1.4	-21.2	-0.2	-0.8	-0.9
CCCCCNS(=O)(=O)c1cc2c3c(c1)CCC(=O)N3CCC2	-3.9	7.4	-0.9	-1.5	-2.8	1.6	-4.0	-0.2	0.5
Cc1cc(C(=O)NNc2cc(Cl)ccc2Cl)no1	-2.3	6.6	-2.2	6.8	-14.8	-0.6	-7.5	0.6	-0.9
COc1ccc(OCC(=O)Nc2ccc3c(c2)nc(CCN2CCOCC2)n3C)cc1	-9.9	-4.6	6.9	-6.4	0.3	-3.4	-4.2	-1.1	0.7
O=C(Nc1ccc(F)cc1)c1ccccc1F	-4.2	21.7	-2.8	-10.0	13.5	-3.8	-3.5	-0.2	-0.6
CC(NC(=O)C12CC3CC(CC(C3)C1)C2)c1ccc(F)cc1 (centres undefined)	0.9	3.3	-2.2	6.9	11.8	-1.7	-1.8	-0.4	-0.5
Cc1noc(C)c1COc1cccc(C(=O)N2CCN(C/C=C/c3ccccc3)CC2)c1	-6.7	-18.4	-0.2	0.2	-9.5	1.1	-8.1	-0.8	0.3
CCNS(=O)(=O)c1ccc(CCC(=O)O)cc1	-0.2	6.8	-1.9	25.6*	-8.2	-0.3	-8.2	-0.8	-0.3
N#CC(C(=O)c1ccco1)c1ccccn1 (centres undefined)	-6.9	3.4	-7.6	-0.8	7.1	0.8	12.4	-1.1	5.9*

The list goes on (3 carried over from the part before).
SMILES	FAS TE block	SKN-1 inh	MsrA act	NRP1-CendR mod	PABP1 MLLE inh	MT1-MMP act inh	eLon inh	TbMetRS inhib	MsrA inh
Cc1noc(C)c1COc1cccc(C(=O)N2CCN(C/C=C/c3ccccc3)CC2)c1	-6.7	-18.4	-0.2	0.2	-9.5	1.1	-8.1	-0.8	0.3
CCNS(=O)(=O)c1ccc(CCC(=O)O)cc1	-0.2	6.8	-1.9	25.6*	-8.2	-0.3	-8.2	-0.8	-0.3
N#CC(C(=O)c1ccco1)c1ccccn1 (centres undefined)	-6.9	3.4	-7.6	-0.8	7.1	0.8	12.4	-1.1	5.9*
Cc1cc(C)cc(NC(=S)NCc2ccc3[nH]c4c(c3c2)CCCC4)c1	9.2	1.0	-6.7	-7.7	-34.5	5.6	-10.6	-1.0	-0.9
COc1ccc(-c2c(C)nc(N)nc2-c2ccc(OC)cc2O)cc1	2.3	-4.5	-2.2	-3.1	31.3	-5.7	6.3	-0.5	0.5
CC(=O)c1ccc(C(=O)NC2CC(C)(C)Cc3c2cnn3-c2ccccc2)cc1 (centres undefined)	6.9	3.3	-0.7	2.6	18.7	0.5	-2.2	-0.6	0.7
COc1ccc(OC)c(NC(=O)c2cc3sccc3n2C)c1	13.2	2.7	-4.5	10.5	-0.8	-7.3	-0.5	0.0	0.2
COc1cc2c(c(OC)c1OC)-c1ccc(SC)c(=O)cc1C(NC(=O)c1ccccc1)CC2 (centres undefined)	-2.7	-7.4	-7.1	-0.2	-2.3	24.1	-1.0	-0.5	1.9
COc1ccc(N(CC(=O)Nc2cc(Cl)ccc2C)S(=O)(=O)c2c(C)n[nH]c2C)cc1	5.3	11.1	-1.6	4.8	-14.2	-7.6	-5.7	0.3	1.1
COc1ccc(-c2nn(-c3ccccc3F)cc2CNCCn2nc(C)cc2C)cc1	3.4	9.3	-5.7	-7.6	11.6	-1.0	4.7	-0.7	-0.3
Cc1ccc(S(=O)(=O)N2CCC(C(=O)NCC(C)(C)N3CCOCC3)CC2)c(C)c1	-5.3	3.1	-2.7	15.3	-0.1	-0.1	-6.5	0.1	0.4
Cc1cc(NC2=CC(=O)C(=O)c3ccccc32)no1	11.2	22.4	-3.0	28.5*	12.3	5.1	0.8	-0.2	0.1
CCCn1nnnc1NC(=O)CSc1ccc(Cl)cc1	0.7	9.1	-2.0	-10.4	13.7	-3.1	-4.9	-0.1	-1.1

Looked up above.
TbMetRS inhib, O=C(Nc1ccc(F)cc1)c1ccccc1F is entered as -0.2
NRP1-CendR mod, Cc1nc(SCC(=O)Nc2cccc(S(=O)(=O)N3CCOCC3)c2)nc(C)c1C is entered as -8.2

Next records
SMILES	FAS TE block	SKN-1 inh	MsrA act	NRP1-CendR mod	PABP1 MLLE inh	MT1-MMP act inh	eLon inh	TbMetRS inhib	MsrA inh
CC1(C)C(c2ccccc2)=[N+]([O-])C2(CCCCC2=O)N1O (centres undefined)	-3.9	4.5	-1.3	-3.3	11.2	-2.5	-1.1	0.0	1.6
CNc1ccc(C(O)(C(F)(F)F)C(F)(F)F)cc1C(O)(C(F)(F)F)C(F)(F)F	9.1	-28.3	-13.5	11.0	-6.5	1.4	-7.1	-1.7	1.0
O=C(O)c1ccc(COc2ccc3ccccc3c2)o1	-4.5	-8.0	-2.0	-0.4	8.4	-3.5	-7.5	0.0	-1.6
CN(CCC1CCOCC1)C(=O)c1cc(COc2c(F)cccc2F)on1	-2.5	14.2	-1.1	-6.8	-2.1	0.6	-2.5	-0.2	-0.1
Cc1nc(NC(=O)COC(=O)[C@@H](NC(=O)c2ccco2)C(C)C)c(Cl)cc1Cl	-1.6	-9.6	-4.0	-25.5	8.6	-4.0	-12.0	-0.4	1.0
COc1ccc(CN2C(=O)CCCC2(C)c2nc3ccccc3[nH]2)cc1 (centres undefined)	-10.2	-1.8	-1.9	7.2	.	2.3	1.9	-0.4	-1.1
COc1ccc(-c2nc3c(C)cc(Br)cn3c2Cc2ccsc2)cc1OC	16.6	6.0	-3.0	-10.9	-15.0	-2.1	-17.8	0.6	0.6
Cc1n[nH]c(C)c1CCN(C)Cc1cn(C)nc1-c1ccc2c(c1)OCCO2	-3.8	0.1	-2.2	0.8	-3.1	-5.1	2.5	0.6	-1.5
O=C(NCc1cccs1)C1CCCN(c2nc3ccccc3o2)C1 (centres undefined)	-4.4	-5.3	-9.4	-2.0	-6.9	2.1	-2.1	-1.0	0.7
CCCN1CCN(C(=O)Cn2cccc2C(=O)c2ccccc2)CC1	-6.3	-2.2	-0.2	11.8	-8.6	-1.5	-0.9	0.4	1.0
Cc1c(NC(=O)COC(=O)c2cc3c4ccccc4n(C)c3s2)c(=O)n(-c2ccccc2)n1C	-5.8	6.1	-3.9	-9.8	0.2	3.4	-10.9	0.0	1.2
Cc1ccccc1NC(=O)NCCCN1CCCC1=O	-4.9	-4.0	-4.8	6.1	-1.4	0.9	-7.7	0.1	0.0
CCn1c(COc2ccc(Cl)cc2)nnc1SCC(=O)Nc1ccc2c(c1)OCCO2	2.6	13.8	1.8	10.1	-11.4	1.9	4.8	0.4	-0.5
O=C1C(=O)N(CCCn2ccnc2)C(c2ccc(Cl)cc2)/C1=C(\O)c1ccc2c(c1)OCCO2 (centres undefined)	-3.8	-2.5	-5.2	5.1	14.9	1.3	-1.9	0.4	9.1*
C=CCNC(=O)CC12CC3CC(C1)CC(CC(=O)NCC=C)(C3)C2	-6.8	2.9	-4.4	4.5	-1.4	-3.6	5.4	-0.3	3.3
N#Cc1ccccc1COC(=O)c1ccc2c(c1)OCCO2	12.3	1.7	-12.2	-7.4	0.4	2.5	-0.6	-0.6	-0.9
COc1ccc(CN2C(=O)NC3(CCOc4ccccc43)C2=O)cc1F (centres undefined)	-3.9	1.4	-4.8	-2.2	-9.7	-2.8	-4.5	0.7	-0.1
CN(C(=O)COC(=O)c1ccc(S(=O)(=O)N2CCOCC2)cc1)C1CCCCC1	-2.9	4.5	2.3	-5.4	3.3	5.7	4.7	0.9	2.1
CC(NC(=O)CCC(=O)NCc1ccc(F)cc1)c1ccccc1 (centres undefined)	-3.0	-9.8	0.3	-40.6	5.8	-3.0	1.6	-0.1	0.9
O=C(COc1ccc(Cl)cc1Cl)N/N=C1\CCCc2ccccc21	17.3	-3.9	-3.4	-3.4	-2.9	3.0	-7.4	-0.4	0.3
COc1cc(OC)nc(Oc2ccccc2/C=N/O)n1	-7.1	4.0	-0.5	-5.8	-5.5	-1.1	-2.6	0.7	-0.6
CC(C)CN(C(=O)CN(C)CC(=O)Nc1ccc(Cl)c(C(F)(F)F)c1)c1c(N)n(CC(C)C)c(=O)[nH]c1=O	14.3	12.7	-0.4	7.0	-36.9	-1.0	-11.8	-0.1	-0.4
CC1=NNC(=O)C1CCC(=O)N/N=C\c1ccc(Cl)c(Cl)c1 (centres undefined)	-6.1	4.8	-2.0	6.6	-6.2	-0.3	-5.6	1.9	0.3
O=S1(=O)CCC(N=Nc2c(O)n(Cc3ccccc3)c3ccccc23)C1 (centres undefined)	5.9	5.7	-2.2	-9.1	-5.8	0.6	-5.1	-0.3	1.8
Cc1noc(C)c1COC(=O)c1ccccc1NC(=O)Cc1ccccc1	15.0	13.2	0.2	-5.3	1.5	5.0	4.5	0.2	0.5
CCN(CC)S(=O)(=O)c1ccc(N2CCOCC2)c(NC(=O)Cc2ccccc2F)c1	-1.6	-3.7	-2.8	-8.0	-1.0	-11.6	9.2	-0.3	-0.3
O=C1C(Cl)=C(N2CCCCC2)C(=O)N1c1ccccc1	-3.6	14.1	-3.8	-7.9	18.3	4.3	-3.1	-0.3	0.0
O=C(Cc1csc(NC(=O)Nc2ccc(Cl)cc2)n1)NCc1cccnc1	0.4	-4.4	-3.6	34.3*	-19.8	6.0	-20.9	0.4	0.3
CCOc1cc(CNCc2ccccn2)cc(Cl)c1OCC	-4.0	1.9	-0.6	-2.6	-2.4	-7.3	-3.0	0.0	-0.8

Not a hit list; 4% or so of the library scored in one or more.
